Screening data: PubChem, National Center for Advancing Translational Sciences (NCATS)
AmpC inh no detg: blocks E. coli AmpC beta-lactamase in detergent-free assay. P00811. AmpC nitrocefin hydrolysis, absorbance 480 nm, 0.0001% Triton. Potency, µM (series often up to 57.1 µM), for the others: at the highest dose activity change, negative = inhibition, hits mostly inhibitors. 330,000 tested, 0.52% active;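 further: potency means the concentration at half of the fitted maximal effect; plate controls were no compound for no effect and no enzyme for full effect; nearly all actives have a fitted effect of over 20% in size; some results filed as inactive show a strong effect at the top dose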
Target sequence (P00811 whole entry, looked up): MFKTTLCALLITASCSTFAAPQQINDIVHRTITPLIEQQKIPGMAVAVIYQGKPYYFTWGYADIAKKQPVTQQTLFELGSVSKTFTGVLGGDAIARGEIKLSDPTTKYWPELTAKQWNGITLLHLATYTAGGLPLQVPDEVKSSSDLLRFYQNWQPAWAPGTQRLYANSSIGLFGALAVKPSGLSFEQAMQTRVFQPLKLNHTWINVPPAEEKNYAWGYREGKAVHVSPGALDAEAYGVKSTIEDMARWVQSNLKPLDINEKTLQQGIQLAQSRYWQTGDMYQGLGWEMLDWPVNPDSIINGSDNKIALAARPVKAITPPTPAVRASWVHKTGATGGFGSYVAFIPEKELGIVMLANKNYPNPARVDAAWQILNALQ
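20 mM phosphate pH 7.0 + 0.01% (detergent screen) or 0.0001% Triton X-100; 5.3 nM AmpC reagent; cpd preinc 15 min RT; nitrocefin (800 uM stock) to start; A480 q20 s × 4 min; Activity was normalised to no-enzyme and no-compound control wells.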
HCV inhibitor: HCV inhibition; 340,000 tested, 3.4% active; Potency, µM (highest dose often 41.8 µM), inactives show at the highest dose activity change, negative = inhibition, usual class: inhibitors; Huh7.5.1 HCVcc-Cre infection, luciferase reporter, 44 h; further: potency means the concentration at half of the fitted maximal effect
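Infectious HCV cell culture screen: compound-treated cells (1,000/well, pre-plated 4 h) are infected with HCVcc-Cre at roughly 0.5 moi and grown 44 h. Infection is quantified by luciferase signal after 15 min substrate incubation at room temperature.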
TbPYK inhibitor: blocks Trypanosoma brucei pyruvate kinase. TbPYK enzyme, Kinase-Glo Plus ATP luminescence, 45 min. Potency, µM (titrated, usually from 76.8 µM), without a hit: top-dose activity, negative = inhibition, usual class: inhibitors. 410,000 tested, 0.12% active. AID 624173; further: potency means the concentration at half of the fitted maximal effect; nearly all actives have a fitted effect of over 50% in size
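Assay buffer: 50 mM TEA pH 7.2, 100 mM KCl, 10 mM MgCl2, 0.05% BSA, 0.01% Tween-20. Pyruvate kinase from T. brucei plus substrate met compound, then ADP (130 uM final). Luminescence was read post 45 min RT.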
AMA1-RON2 inh: AMA1-RON2 (P. falciparum) interaction inhibition | AlphaScreen AMA1-biotinylated RON2 peptide binding | Potency, µM (doses to about 58.2 µM), inactives show top-dose activity change, negative = inhibition, usual class: inhibitors | AID 720542 | 360,000 tested, 0.2% active;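 further: potency means the concentration at half of the fitted maximal effect; 0% = vehicle wells and -100% = peptide control; nearly all actives have a fitted effect of over 45% in size; some results filed as inactive show a strong effect at the top dose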
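AMA1 (3D7) with his tag at 25 nM final met compounds first, then biotinylated RON2 peptide at 25 nM; detection used donor plus acceptor beads, 10 µg/mL apiece, read by AlphaScreen after 30 min at room temperature.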
LmPK inh: LmPK (Leishmania mexicana) enzyme inhibition; Potency, µM (series often up to 57.5 µM), for the others: top-dose activity change, negative = inhibition, hits mostly inhibitors; purified LmPK, Kinase-Glo ATP luminescence, 1 h; Q27686; AID 1721; 290,000 tested, 0.37% active; further: potency means the concentration at half of the fitted maximal effect
Target sequence (Q27686 whole entry, looked up): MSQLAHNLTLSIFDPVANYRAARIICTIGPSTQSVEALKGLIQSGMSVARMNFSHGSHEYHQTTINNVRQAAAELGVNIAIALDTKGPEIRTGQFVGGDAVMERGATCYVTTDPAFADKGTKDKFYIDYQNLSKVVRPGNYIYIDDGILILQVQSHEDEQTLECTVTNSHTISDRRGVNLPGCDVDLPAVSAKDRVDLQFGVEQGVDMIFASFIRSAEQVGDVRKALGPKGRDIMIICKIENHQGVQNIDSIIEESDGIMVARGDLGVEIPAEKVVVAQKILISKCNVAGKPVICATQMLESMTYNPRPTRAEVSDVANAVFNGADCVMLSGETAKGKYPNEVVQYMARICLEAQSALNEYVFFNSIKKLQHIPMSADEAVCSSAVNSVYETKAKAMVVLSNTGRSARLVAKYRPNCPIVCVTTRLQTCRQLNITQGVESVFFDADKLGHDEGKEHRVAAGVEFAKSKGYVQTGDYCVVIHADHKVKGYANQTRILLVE
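Purified LmPK (0.1 nM) converted ADP (0.1 mM) to ATP with PEP (0.5 mM) in imidazole buffer pH 7.2 with KCl and MgCl2, 1 h at room temperature. ATP was read by Kinase-Glo luminescence; data normalized to uninhibited and no-enzyme controls.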
AmpC inh detg: inhibitors of E. coli AmpC beta-lactamase with detergent; AID 485294; Potency, µM (top dose mostly 114 µM), for inactives: top-dose activity change, negative = inhibition, usual class: inhibitors; AmpC hydrolysis of nitrocefin, absorbance 480 nm, 0.01% Triton; 370,000 tested, 0.041% active;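 further: potency means the concentration at half of the fitted maximal effect; 0% = no-compound wells and -100% = no-enzyme wells; nearly all actives have a fitted effect of over 25% in size; some results filed as inactive show a strong effect at the top dose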
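AmpC (5.3 nM in the dispensed reagent) in 20 mM phosphate pH 7.0 with 0.01% (detergent screen) or 0.0001% Triton X-100 was preincubated with compounds for 15 min at room temperature. Nitrocefin was then added from an 800 uM solution, and hydrolysis was followed at 480 nm.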
HCMV antiviral: inhibitors of human cytomegalovirus; HFF cells, HCMV-luciferase reporter, 72 h; active compounds read low; activity change, negative = inhibition, % at 57.5 µM; 410,000 tested, 4.5% active; in the data active means activity change below about -60%; inconclusive means no clear call, values can overlap the other calls; inactive means above about -39%
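Compounds were evaluated in HFFs infected with an HCMV luciferase reporter virus (MOI 1 PFU/cell). Luciferase in lysates collected 72 h post infection served as the replication measure.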
* marks the source's active call; other numbers are inactive results; & = joins results of further samples; [ ] = another dose, or the depositor's remark. Unless noted, the call rests on the fitted dose curve; in most records, active means well fitted curve in the direction sought with a large enough effect; inconclusive means small, poorly fitted or top-dose-only effect, or another doubt; inactive means no such curve, though single readings can be large; an effect the other way counts as inactive or inconclusive. Unless noted, on the % scale 0 is the no-effect control and ±100 the full control effect. This is a random part of the collection; about 7.5% have a hit in one of these screens.

Screening CC(NC(=O)c1ccc(Br)s1)c1ccncc1 (stereo not drawn) returned AmpC inh no detg 4%, HCV inhibitor -10%, TbPYK inhibitor 5%, AMA1-RON2 inh -3%, LmPK inh 6%, AmpC inh detg 7% and HCMV antiviral 13.
Screening COC(=O)c1ccc(NC(=O)CSc2nnc(C)n2-c2ccccc2)cc1 returned HCV inhibitor -6%, TbPYK inhibitor 1%, AMA1-RON2 inh -14%, LmPK inh 8%, AmpC inh detg inconclusive and HCMV antiviral 19.
`CCN1C(=O)CS/C1=C(\C#N)S(=O)(=O)c1ccccc1` gave AmpC inh no detg -22%, HCV inhibitor -8%, TbPYK inhibitor 1%, AMA1-RON2 inh -9%, LmPK inh 0%, AmpC inh detg 0% and HCMV antiviral -1.
O=c1[nH]c(Sc2ccc([N+](=O)[O-])cc2[N+](=O)[O-])nc2ccccc12 was read as HCV inhibitor inconclusive, TbPYK inhibitor -4%, AMA1-RON2 inh 1% and HCMV antiviral -34.
`NC(=O)c1ccsc1NC(=O)CSc1nnc2ccccn12` gave AmpC inh no detg -16%, HCV inhibitor 14%, TbPYK inhibitor 2%, AMA1-RON2 inh 24%, LmPK inh -3%, AmpC inh detg -8% and HCMV antiviral -14.
O=C(CCOc1ccccc1)Nc1ccnn1C1CCN(C(=O)CCC(F)(F)F)CC1 was read as AmpC inh no detg 16%, HCV inhibitor 13%, TbPYK inhibitor 4%, AMA1-RON2 inh 1%, LmPK inh 7%, AmpC inh detg 1% and HCMV antiviral 0.
Screening Cc1ccc(-c2nc3ccccc3[nH]2)cc1NC(=O)/C=C/c1ccco1 returned AmpC inh no detg -27%, TbPYK inhibitor -15%, AMA1-RON2 inh -5%, LmPK inh 1%, AmpC inh detg -12% and HCMV antiviral 72.
Screening O=C(Nc1ccc2c(c1)OCO2)C1CCCN(S(=O)(=O)c2cccs2)C1 (stereo not drawn) returned AmpC inh no detg inconclusive, HCV inhibitor -21%, TbPYK inhibitor -5%, AMA1-RON2 inh 34%[activator], LmPK inh 1% and AmpC inh detg -2%.
For COC(=O)c1ccccc1NS(=O)(=O)c1ccc2c3c(cccc13)C(=O)N2 the results were AmpC inh no detg 4%, HCV inhibitor -4%, TbPYK inhibitor -4%, AMA1-RON2 inh 8%, LmPK inh 2%, AmpC inh detg 0% and HCMV antiviral -37.
`Cc1ccc(-c2nnn(CC(=O)NC3CCCc4ccccc43)n2)cc1` (stereo not drawn) gave AmpC inh no detg -37%, HCV inhibitor -3%, TbPYK inhibitor -1%, AMA1-RON2 inh 41%[activator], LmPK inh 1%, AmpC inh detg -1% and HCMV antiviral 15.
For CC1=CC(C)(C)N(C(=O)CSc2nnc(-c3ccc(C)cc3)o2)c2ccc(C)cc21 the results were AmpC inh no detg -8%, HCV inhibitor inconclusive, TbPYK inhibitor 2%, AMA1-RON2 inh -21%, LmPK inh 0%, AmpC inh detg 1% and HCMV antiviral -15.
CC#CCN1c2ccccc2[C@]23C[C@@H](C(=O)OC)N(C(=O)NC4CCCCC4)C2=NC(C(=O)OC)=C(C(=O)OC)[C@H]13 was read as HCV inhibitor -6%, TbPYK inhibitor -1%, AMA1-RON2 inh -10% and HCMV antiviral -31.

The last 2 records of the part before lead into the next.
For CC1=CC(C)(C)N(C(=O)CSc2nnc(-c3ccc(C)cc3)o2)c2ccc(C)cc21 the results were AmpC inh no detg -8%, HCV inhibitor inconclusive, TbPYK inhibitor 2%, AMA1-RON2 inh -21%, LmPK inh 0%, AmpC inh detg 1% and HCMV antiviral -15.
CC#CCN1c2ccccc2[C@]23C[C@@H](C(=O)OC)N(C(=O)NC4CCCCC4)C2=NC(C(=O)OC)=C(C(=O)OC)[C@H]13 was read as HCV inhibitor -6%, TbPYK inhibitor -1%, AMA1-RON2 inh -10% and HCMV antiviral -31.
`CCOc1ccc(-n2c(O)c(N=Nc3ccc([N+](=O)[O-])cc3)c(=O)[nH]c2=O)cc1` gave AmpC inh no detg -23%, HCV inhibitor -16%, TbPYK inhibitor -1%, AMA1-RON2 inh 0%, LmPK inh 2%, AmpC inh detg -3% and HCMV antiviral -20.
For COc1cccc(C(NC(C)=O)c2nc(-c3ccc(C)c(C)c3)cs2)c1 (stereo not drawn) the results were TbPYK inhibitor -2%, AMA1-RON2 inh -11% and HCMV antiviral 21.
For Nc1cc2c3c(cccc3c1)C(=O)N(CCN1CCCC1)C2=O the results were AmpC inh no detg 3%, HCV inhibitor 10µM*, TbPYK inhibitor -3%, AMA1-RON2 inh -8%, LmPK inh 9%, AmpC inh detg -7% and HCMV antiviral -96*.
For CCn1c2ccccc2c2cc(NC(=O)CSc3nnc(-c4cccc(OC)c4)n3N)ccc21 the results were AmpC inh no detg -36%, HCV inhibitor 8.9µM*, TbPYK inhibitor 2%, AMA1-RON2 inh -10%, LmPK inh 12%, AmpC inh detg -1% and HCMV antiviral -32.
Screening COc1cc(-n2c(C)nc3cccnc32)c(Cl)cc1C(=O)O returned AmpC inh no detg -4%, HCV inhibitor 15%, TbPYK inhibitor 2%, AMA1-RON2 inh -5%, LmPK inh -1%, AmpC inh detg -4% and HCMV antiviral -5.
For C[C@H](O)[C@@H]1C(=O)N2CCc3ccc(N4CCN(C)CC4)cc3[C@@H]2C[C@@H]1N(C)C(=O)c1cccnc1 the results were TbPYK inhibitor -7%, AMA1-RON2 inh 2% and HCMV antiviral 2.
`Cc1cc(Cl)ccc1OCc1cn2cccnc2n1` gave AmpC inh no detg -5%[11.4 µM], HCV inhibitor -3%, TbPYK inhibitor -1%, AMA1-RON2 inh 0%, LmPK inh -1%, AmpC inh detg inconclusive and HCMV antiviral 28.
For CCCc1cc(=O)[nH]c(SCC(=O)N2CCN(S(=O)(=O)c3ccc(C)cc3C)CC2)n1 the results were AmpC inh no detg -10%, HCV inhibitor 6%, TbPYK inhibitor -9%, AMA1-RON2 inh -11%, LmPK inh -2%, AmpC inh detg -15% and HCMV antiviral 23.
`Cc1c(NS(=O)(=O)c2ccccc2)ccc([N+](=O)[O-])c1Cl` gave HCV inhibitor -14%, TbPYK inhibitor 1%, AMA1-RON2 inh -5% and HCMV antiviral -65*.
CCOC(=O)c1ccc(-n2cncn2)nc1 was read as AmpC inh no detg -12%, HCV inhibitor 4%, TbPYK inhibitor 0%, AMA1-RON2 inh -4%, LmPK inh 2%, AmpC inh detg 2% and HCMV antiviral 64.
For CCOc1ccc(NC(=O)COC(=O)Cc2ccsc2)cc1 the results were AmpC inh no detg -19%, HCV inhibitor inconclusive, TbPYK inhibitor 2%, AMA1-RON2 inh 14% and HCMV antiviral 64.
`Cc1sc2nc(CSCC(=O)Nc3ccccc3C#N)[nH]c(=O)c2c1C` gave AmpC inh no detg -39%, HCV inhibitor 27%, TbPYK inhibitor 0%, AMA1-RON2 inh 30%[activator], LmPK inh 5%, AmpC inh detg -10% and HCMV antiviral 47.
For CSc1ccccc1NC(=O)CN(C)C(C)C(=O)Nc1ccc(C#N)cc1 (stereo not drawn) the results were AmpC inh no detg -17%, HCV inhibitor inconclusive, TbPYK inhibitor 0%, AMA1-RON2 inh 70%[activator], LmPK inh 9%, AmpC inh detg -1% and HCMV antiviral -21.
For Cc1c(CCNC(=O)c2ccc(C(C)(C)C)cc2)sc2nc(-c3ccc(F)cc3)nn12 the results were TbPYK inhibitor 0%, AmpC inh detg 8% and HCMV antiviral -31.
For COC(=O)c1c(CCl)noc1C(=O)NCC1CCCO1 (stereo not drawn) the results were AmpC inh no detg -18%, HCV inhibitor -9%, TbPYK inhibitor -4%, AMA1-RON2 inh 3%, LmPK inh -3%, AmpC inh detg -11% and HCMV antiviral -4.
Screening CCOC(=O)N1CCN(C(=O)c2cn(C)c3ccc(S(=O)(=O)N4CCCC4)cc3c2=O)CC1 returned AmpC inh no detg -17%, HCV inhibitor 6%&2%, TbPYK inhibitor 3%, AMA1-RON2 inh 2%, LmPK inh 3%, AmpC inh detg -7% and HCMV antiviral -7.
Screening Cc1occc1-c1nnc(SCC(=O)NC2CCC(C)CC2)o1 (stereo not drawn) returned AmpC inh no detg -24%, HCV inhibitor 2%, TbPYK inhibitor -3%, AMA1-RON2 inh 4%, AmpC inh detg -12% and HCMV antiviral 0.
`COc1cnc(-c2cccc(C(F)(F)F)c2)[nH]c1=O` gave AmpC inh no detg 3%, HCV inhibitor 11%, TbPYK inhibitor -1%, AMA1-RON2 inh 1%, LmPK inh 3%, AmpC inh detg -3% and HCMV antiviral -16.
For CCC(=O)NS(=O)(=O)c1cccnc1Nc1ccccc1Cl the results were AmpC inh no detg -22%, HCV inhibitor 12%, TbPYK inhibitor -5%, AMA1-RON2 inh 3%, LmPK inh -3%, AmpC inh detg inconclusive and HCMV antiviral -9.
`N#CCSc1nc2c(c(C3CC=CCC3)c1C#N)CCC2` (stereo not drawn) gave AmpC inh no detg -35%, HCV inhibitor inconclusive, TbPYK inhibitor -1%, AMA1-RON2 inh -3%, LmPK inh 1%, AmpC inh detg 4% and HCMV antiviral inconclusive.
`Cc1cccc(C)c1NC(=O)CN1C(=O)NC(C)(CCc2ccccc2)C1=O` (stereo not drawn) gave AmpC inh no detg -9%[2.29 µM], HCV inhibitor -1%, TbPYK inhibitor 5%, AMA1-RON2 inh -5%, LmPK inh 2%, AmpC inh detg -11% and HCMV antiviral 1.
OCC[C@H]1C[C@H](O)[C@@H](O)[C@@]2(CCc3ccccc3O2)O1 was read as AmpC inh no detg -10%, HCV inhibitor 27%, TbPYK inhibitor 7%, AMA1-RON2 inh 6%, AmpC inh detg -6% and HCMV antiviral 1.
Screening CC(Sc1nnnn1C)C(=O)Nc1cc(S(=O)(=O)N2CCCCC2)ccc1Cl (stereo not drawn) returned AmpC inh no detg -25%, HCV inhibitor 1%, TbPYK inhibitor -2%, AMA1-RON2 inh -3%, AmpC inh detg 9% and HCMV antiviral -12.
For Cc1cc(NC(=O)NCc2ccccc2)c(=O)n(Cc2ccccc2F)c1 the results were AmpC inh no detg -39%, HCV inhibitor -18%, TbPYK inhibitor 1%, AMA1-RON2 inh 3%, LmPK inh 4%, AmpC inh detg 1% and HCMV antiviral -17.
Cc1ccc(-c2csc(NC(=O)Cc3ccc(F)cc3)n2)o1 was read as AmpC inh no detg inconclusive, HCV inhibitor inconclusive, TbPYK inhibitor inconclusive, AMA1-RON2 inh -8%, LmPK inh 3%, AmpC inh detg 9% and HCMV antiviral -2.
Screening Cc1cc(C)c(O)c(-c2cc(C(=O)NCc3ccccc3)[nH]n2)c1 returned AmpC inh no detg -30%, HCV inhibitor inconclusive, TbPYK inhibitor -1%, AMA1-RON2 inh 116%[activator], LmPK inh 9%, AmpC inh detg inconclusive and HCMV antiviral -8.
